Screening results (PubChem BioAssay)
POLK inh: inhibitors of human DNA polymerase kappa; purified Pol kappa, fluorescent DNA synthesis assay, 10 min; Potency, µM (series often up to 107 µM), without a hit: at the top dose activity, negative = inhibition, hits mostly inhibitors; 400,000 compounds, 0.53% hits; note: potency is the fitted concentration of half-maximal effect; % is set by controls: 0 for no effect and ±100 for the full control effect
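Fluorescent qHTS in 1536-well format: enzyme (10 nM) and compound sat 15 min at room temperature before 50 nM substrate (final) was added. Signal taken at 0 and 10 min; no-enzyme buffer wells were negative controls.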
Glioma ERSR ind: induces the endoplasmic reticulum stress response in human glioma cells. Potency, µM, inactives show at the top dose activation, hits mostly activators. U87-MG GRP78 promoter luciferase reporter, 16 h. 420,000 compounds, 0.02% hits. AID 602332; note: potency is the fitted concentration of half-maximal effect; series mostly up to about 76 µM; % of control where 0% means no effect; nearly all actives have a fitted effect of over 35% in size
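Stably transfected U87-MG human glioma cells carrying a GRP78-based luminescent sensor were seeded at 1000 cells/well, pin-dosed with compounds and incubated 16 h. Luciferase reagent was then added, and end-point luminescence was read after 10 min at room temperature.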
Apoferritin bind: candidate novel general anesthetic via apoferritin binding. Potency, µM (series often up to 77.5 µM), inactives show top-dose activity change, negative = displacement, actives largely listed as inhibitors. AID 485281. 350,000 compounds, 0.074% hits. apoferritin/1-aminoanthracene competitive binding, fluorescence. P02791; note: potency is the fitted concentration of half-maximal effect; % is set by controls: 0 for no effect and ±100 for the full control effect; nearly all actives have a fitted effect of over 20% in size
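Concentration-response curves derived by four-parameter Hill fitting of normalized fluorescence, where compounds displaced 1-AMA from 10 uM horse apoferritin following a brief 10 min room-temperature incubation; propofol titration acted as positive control.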
Pol eta inh: inhibitors of human DNA polymerase eta; 390,000 compounds, 1.2% hits; AID 588591; Q9Y253; recombinant Pol eta, fluorescent DNA replication assay; Potency, µM (highest dose often 114 µM), without a hit: top-dose activity change, negative = inhibition, most hits filed as inhibitors; note: potency is the fitted concentration of half-maximal effect; % is set by controls: 0 for no effect and ±100 for the full control effect
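Fluorescent replication assay: 50 nM final substrate added after a 15 min room-temperature compound preincubation with 10 nM enzyme. Signal taken at 0 min and again at 10 min.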
LDHA block: inhibitors of human lactate dehydrogenase A | P00338 | purified LDHA, NADH/diaphorase-resazurin fluorescence; active compounds read low | activity change, % (values are at about 110 or 230 µM) | 480,000 compounds, 0.15% hits | AID 1347041; in the data active = activity change below about -30%; inconclusive = mostly about -25% to -30%;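 note: plate controls were DMSO wells for no effect and wells without enzyme for full effect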
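LDH5 2 nM; NADH 0.06 mM, pyruvate 0.2 mM; 200 mM Tris pH 7.4, EDTA, Tween-20; 5 min RT. Detection: diaphorase 0.133 mg/mL + resazurin 37 µM, fluorescence ex540/em590 at 0 and 20 min; normalized to enzyme-free and DMSO wells.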
BLM helicase inh: inhibitors of human Bloom syndrome helicase BLM; P54132; recombinant BLM DNA unwinding, fluorescence dequenching; Potency, µM (highest dose often 56.1 µM), for inactives: at the highest dose activity change, negative = inhibition, most hits filed as inhibitors; 350,000 compounds, 0.2% hits; AID 2528;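 note: potency is the fitted concentration of half-maximal effect; plate controls were vehicle for no effect and no enzyme for full effect; nearly all actives have a fitted effect of over 35% in size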
APE1 inh: APE1 (human) endonuclease inhibition | Potency, µM (highest dose often 65.8 µM), for inactives: top-dose activity change, negative = inhibition, actives largely listed as inhibitors | 350,000 compounds, 0.35% hits | AID 2517 | recombinant APE1, TAMRA/BHQ-2 abasic DNA cleavage fluorescence;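 note: potency is the fitted concentration of half-maximal effect; plate controls were vehicle for no effect and reference inhibitor for full effect; nearly all actives have a fitted effect of over 55% in size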
Target sequence (P27695 whole entry, looked up): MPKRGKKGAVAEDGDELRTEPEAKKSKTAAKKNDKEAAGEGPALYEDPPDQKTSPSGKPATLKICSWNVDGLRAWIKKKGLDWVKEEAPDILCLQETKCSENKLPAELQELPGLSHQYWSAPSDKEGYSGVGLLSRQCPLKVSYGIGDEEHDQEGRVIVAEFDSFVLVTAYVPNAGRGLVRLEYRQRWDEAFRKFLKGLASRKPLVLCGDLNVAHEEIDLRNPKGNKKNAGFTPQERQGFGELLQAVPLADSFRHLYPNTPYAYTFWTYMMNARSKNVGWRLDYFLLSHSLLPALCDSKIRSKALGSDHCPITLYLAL
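Enzyme (0.75 nM final) and test compound are incubated 15 min at room temperature before adding 50 nM quenched THF abasic-site duplex. Cleavage dequenches TAMRA, followed at 525/598 nm over three reads one minute apart.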
POLI inh: DNA polymerase iota (human) inhibition; Q9UNA4; Pol iota fluorescent replication assay, 10 min; Potency, µM (titrated, usually from 115 µM), for the others: at the highest dose activity, negative = inhibition, most hits filed as inhibitors; 390,000 compounds, 1% hits; AID 588590; note: potency is the fitted concentration of half-maximal effect
Target sequence (Q9UNA4 whole entry, looked up): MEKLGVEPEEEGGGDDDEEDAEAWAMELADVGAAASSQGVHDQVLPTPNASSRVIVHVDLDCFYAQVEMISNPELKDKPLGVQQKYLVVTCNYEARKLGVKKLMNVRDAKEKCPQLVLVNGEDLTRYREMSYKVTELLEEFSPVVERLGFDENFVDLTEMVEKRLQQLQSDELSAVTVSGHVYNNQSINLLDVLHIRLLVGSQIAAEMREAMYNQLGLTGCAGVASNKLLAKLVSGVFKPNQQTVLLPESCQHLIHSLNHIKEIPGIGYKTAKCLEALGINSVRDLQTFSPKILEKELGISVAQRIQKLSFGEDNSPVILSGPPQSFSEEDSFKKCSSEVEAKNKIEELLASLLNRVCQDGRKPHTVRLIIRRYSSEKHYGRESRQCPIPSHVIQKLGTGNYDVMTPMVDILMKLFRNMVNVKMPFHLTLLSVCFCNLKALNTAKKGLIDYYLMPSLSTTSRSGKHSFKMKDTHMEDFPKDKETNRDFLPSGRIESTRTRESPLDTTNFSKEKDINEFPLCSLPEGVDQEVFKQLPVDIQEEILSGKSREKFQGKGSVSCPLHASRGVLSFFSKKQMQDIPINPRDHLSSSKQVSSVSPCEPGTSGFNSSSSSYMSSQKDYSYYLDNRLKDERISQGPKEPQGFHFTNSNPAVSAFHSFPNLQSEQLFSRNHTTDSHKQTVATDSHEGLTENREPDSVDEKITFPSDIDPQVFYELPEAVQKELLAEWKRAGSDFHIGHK
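Fluorescent replication assay read twice, at 0 min and 10 min after adding 50 nM (final) substrate. Enzyme (10 nM) and compounds were first incubated 15 min at room temperature; enzyme-free buffer wells were negative controls.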
POLB inh: blocks human DNA polymerase beta activity; Pol beta primer extension/strand displacement, fluorescence kinetic; 340,000 compounds, 1.3% hits; Potency, µM (top dose mostly 114 µM), without a hit: at the highest dose activity change, negative = inhibition, most hits filed as inhibitors; P06746; AID 485314; note: potency is the fitted concentration of half-maximal effect; % is set by controls: 0 for no effect and ±100 for the full control effect
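Curves were derived by four-parameter Hill fits of normalized qHTS data. The kinetic fluorescent primer-extension read was taken at 0 and 10 min after 50 nM substrate, following a 15 min room-temperature preincubation of 10 nM enzyme with compounds.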
Numbers without * were called inactive; ? = inconclusive; · = not tested or not shown; & = joins results of further samples; [ ] = dose if it differs, or a comment. Unless noted, calls come from the whole dose curve; as a rule, active = well fitted curve in the direction sought with a large enough effect; inconclusive = small, poorly fitted or top-dose-only effect, or another doubt; inactive = no such curve, though single readings can be large; an effect the other way counts as inactive or inconclusive. A portion of the library; rates above refer to the full screens.

SMILES | POLK inh | Glioma ERSR ind | Apoferritin bind | Pol eta inh | LDHA block | BLM helicase inh | APE1 inh | POLI inh | POLB inh
COC(=O)C1=C(c2ccc(F)cc2F)C[C@@H]2CC[C@H]1N2C(=O)NCCNC(C)=O | 1% | -5% | · | -5% | -2 | · | 25% | -7% | ·
Cc1c(Cl)cccc1N1C(=O)NC(=O)/C(=C\c2cc(C)n(-c3cccc(C(=O)O)c3C)c2C)C1=O | 79µM* | 0% | 7% | 35µM* | -3 | -1% | -6% | 11µM* | ?
Cc1ccc(-n2c(/C=C/c3cccs3)nc3ccccc3c2=O)cc1C | 2%[60.1 µM] | · | 1% | · | -3 | -6% | · | -19% | -1%
C[C@@H](C(=O)OC1C[C@H]2CC[C@@H](C1)N2C)c1ccc(Br)cc1 (stereo partly drawn) | -3%[19.4 µM] | -2% | · | · | · | 1% | 0% | · | ·
CN1[C@@H]2CC[C@H]1CC(OC1c3ccccc3CCc3ccccc31)C2 (stereo partly drawn) | -7% | -3%&-7% | -11%[29.3 µM] | 0% | -4 | 2%[21.4 µM] | -2% | -5% | ·
O=C(NCc1cccnc1)Nc1ccc([N+](=O)[O-])cc1 | 4% | -1% | -10% | -8% | -3 | -4% | 5% | 34%[activator] | ?
Cc1nnc2n1-c1sc(CCC(=O)N3CCOCC3)cc1C(c1ccccc1Cl)=NC2 | · | -3%&-3% | 1% | · | · | 3% | -3% | · | ·
Clc1cccc(Cl)c1C1N2CCCN12 (stereo not drawn) | -11% | -4% | -3% | 10% | 0 | 3% | 2% | 14% | 24%
COc1ccc(-c2nn(CCC#N)cc2C(=O)Nc2ccccc2)cc1OC | -6% | 0% | -1% | -12% | -1 | 3% | 0% | 12% | 12%
CCOP(=S)(OCC)SCCSCC | 15% | -2% | · | -13% | -4 | · | 7%&2% | -4% | ·
Fc1ccccc1CNCCc1ccc2c(c1)OCO2 | -6% | 11% | -2% | -17% | -14 | -1% | 26% | -7% | 10%
CC1([N+](=O)[O-])COP(=O)(Nc2cccc(Br)c2)OC1 (stereo not drawn) | -6% | -2% | · | -13% | -3 | · | · | -12% | ·

Part of the list above in order of molecular weight, rising:
SMILES | POLK inh | Glioma ERSR ind | Apoferritin bind | Pol eta inh | LDHA block | BLM helicase inh | APE1 inh | POLI inh | POLB inh
Clc1cccc(Cl)c1C1N2CCCN12 (stereo not drawn) | -11% | -4% | -3% | 10% | 0 | 3% | 2% | 14% | 24%
O=C(NCc1cccnc1)Nc1ccc([N+](=O)[O-])cc1 | 4% | -1% | -10% | -8% | -3 | -4% | 5% | 34%[activator] | ?
Fc1ccccc1CNCCc1ccc2c(c1)OCO2 | -6% | 11% | -2% | -17% | -14 | -1% | 26% | -7% | 10%
CCOP(=S)(OCC)SCCSCC | 15% | -2% | · | -13% | -4 | · | 7%&2% | -4% | ·
CN1[C@@H]2CC[C@H]1CC(OC1c3ccccc3CCc3ccccc31)C2 (stereo partly drawn) | -7% | -3%&-7% | -11%[29.3 µM] | 0% | -4 | 2%[21.4 µM] | -2% | -5% | ·
CC1([N+](=O)[O-])COP(=O)(Nc2cccc(Br)c2)OC1 (stereo not drawn) | -6% | -2% | · | -13% | -3 | · | · | -12% | ·
C[C@@H](C(=O)OC1C[C@H]2CC[C@@H](C1)N2C)c1ccc(Br)cc1 (stereo partly drawn) | -3%[19.4 µM] | -2% | · | · | · | 1% | 0% | · | ·
Cc1ccc(-n2c(/C=C/c3cccs3)nc3ccccc3c2=O)cc1C | 2%[60.1 µM] | · | 1% | · | -3 | -6% | · | -19% | -1%
COc1ccc(-c2nn(CCC#N)cc2C(=O)Nc2ccccc2)cc1OC | -6% | 0% | -1% | -12% | -1 | 3% | 0% | 12% | 12%
COC(=O)C1=C(c2ccc(F)cc2F)C[C@@H]2CC[C@H]1N2C(=O)NCCNC(C)=O | 1% | -5% | · | -5% | -2 | · | 25% | -7% | ·
Cc1nnc2n1-c1sc(CCC(=O)N3CCOCC3)cc1C(c1ccccc1Cl)=NC2 | · | -3%&-3% | 1% | · | · | 3% | -3% | · | ·
Cc1c(Cl)cccc1N1C(=O)NC(=O)/C(=C\c2cc(C)n(-c3cccc(C(=O)O)c3C)c2C)C1=O | 79µM* | 0% | 7% | 35µM* | -3 | -1% | -6% | 11µM* | ?

New compounds follow
SMILES | POLK inh | Glioma ERSR ind | Apoferritin bind | Pol eta inh | LDHA block | BLM helicase inh | APE1 inh | POLI inh | POLB inh
CC(=O)Nc1ccccc1C(=O)OCC(=O)c1ccccc1Cl | -11% | 2% | -6% | -2% | 2 | -2% | 1% | 7% | 0%
COc1ccc(C(O)CNC(C)C)c(F)c1OC (stereo not drawn) | -9% | -2% | · | -2% | 3 | · | · | 21% | ·
O=C1C(Cc2cnc[nH]2)NC(=S)N1c1ccccc1 (stereo not drawn) | -7% | -3% | -1% | -5% | 5 | -4% | 15% | 28% | -6%
CCOC(=O)C1CCN(/C=C2/C(=O)NC(=S)N(c3ccccc3F)C2=O)CC1 | -1% | -2% | -2% | -2% | 1 | -4% | 15% | 8% | 19%
CN1CCN(C(=O)COc2ccc3ccccc3c2)CC1 | -15% | 1% | -1% | 4% | -4 | -7% | 20% | 6% | 0%
COc1ccc(-c2nc3ccccc3c(=O)o2)cc1 | -9% | -2% | -3% | -13% | -1 | -6% | 12% | 36%[activator] | 7%
O=C(Cn1nc(-c2ccc(Cl)cc2)ccc1=O)N1CCC2(CC1)OCCO2 | 2% | -1% | ? | -13% | -3 | 2% | -4% | 52%[activator] | -1%
COc1cc2[nH]c(=O)n(CCCCCC(=O)N3CCN(c4cccc(C(F)(F)F)c4)CC3)c(=O)c2cc1OC | -12% | 0% | 36%[activator] | -21% | -13 | -9% | · | -4% | -3%
COC(=O)C1=C(c2cccc(OC)c2OC)C[C@@H]2CC[C@H]1N2C(=O)N1CCCC1 | 15% | -1% | · | -4% | 4 | · | · | 25% | ·
COC(COC(N)=O)C1=C(N2CC2)C(=O)C(C)=C(N2CC2)C1=O (stereo not drawn) | -4% | -7% | · | -1% | 33 | · | · | ? | ·
Cc1cc(OC(C)C(=O)NCc2ccncc2)c2c3c(c(=O)oc2c1)CCC3 (stereo not drawn) | -6% | -4% | -7% | -7% | 0 | -7% | 41%[activator] | 15% | 35%
Cc1cccc(OP(=O)(Oc2cccc(C)c2)OC(c2ccccc2)C(F)(F)F)c1 (stereo not drawn) | -10% | -4% | -8% | -15% | 2 | -13% | -3% | 10% | 2%
Cc1cccc(N2C(=O)/C(=C/c3ccc(N4CCN(C)CC4)o3)C(=O)NC2=S)c1C | ? | 0% | -12% | 20µM* | 9 | -8% | -12% | ? | -2%
O=c1[nH]c(=S)n(CCC2=CCCCC2)c(O)c1/C=N/Nc1ccccc1 | -15% | -3% | ? | -18% | 2 | -11% | -4% | ? | -27%
Cc1ccc(OP(=O)(O)Oc2ccc(C)cc2)cc1 | -15% | -2% | · | -19% | -3 | · | · | 56%[activator] | ·
CC1(C(O)(C#CCN2CCCCC2)c2ccccc2)CCCC1 (stereo not drawn) | 3% | -3% | ? | -14% | -2 | -11% | 6% | -2% | 1%
O=C1NC(=O)N(CCNc2ncc(C(F)(F)F)cc2Cl)C(=O)C1Cc1ccc(Cl)cc1 (stereo not drawn) | -6% | -2% | -14% | -13% | 0 | -4% | 2% | 34%[activator] | 17%
Cc1ncoc1C(=O)NCCC(c1ccccc1)c1ccccc1 | -24% | 5% | -8% | -19% | -4 | -4% | -7% | 63%[activator] | 10%
O=C(c1cccnc1)c1cc2ccccc2[nH]1 | -4% | -1% | -14% | -13% | -2 | 0% | 2% | 30% | 4%
Nc1nnc(Sc2ncccc2[N+](=O)[O-])s1 | -10% | -3% | -9% | 2% | -10 | -10% | -4% | 173%[activator] | -30%
N#CC(C#N)=Cc1ccc(O)cc1 | -14%[60.1 µM] | -2%&-4% | -12%&-20% | · | · | -15%&-18% | ? | · | ·
CCOc1ccccc1CNCCc1ccc2c(c1)OCO2 | 1% | -3% | -6% | 7% | -9 | -5% | 12% | 115%[activator] | 95%
CC(C)c1ccc(OCC(=O)N2CCN(CCc3ccncc3)CC2)cc1 | -10% | 1% | -2% | -2% | -6 | 3% | · | -4% | 33%
Cc1cccc(NC(=S)NC2CC3CCC(C2)N3Cc2ccco2)c1C (stereo not drawn) | -8%[60.1 µM] | -2% | -7% | -9% | -14 | 2% | -3% | 37%[activator] | 1%
COc1cc(OC)cc(C2(C#N)CCN(C)CC2)c1 | -5% | -3% | -14% | -23% | -3 | 4% | 2% | 29% | 36%
O=C(N/N=C/c1ccc(C(F)(F)F)cc1)c1ccncc1 | -1% | 0% | -3% | -5% | -5 | 0% | -1% | 102%[activator] | 6%
Cc1nc2cc(C(=O)N3CCC4(CC3)OCCO4)ccc2n1-c1cccc(F)c1 | -13% | -2% | -8% | -4% | -14 | -2% | -5% | 9% | -5%
NP(=O)(OCCCCc1ccccc1)Oc1ccccc1Cl (stereo not drawn) | -3% | 0% | -13% | -6% | -1 | -1% | 34% | 26% | 0%
N#Cc1cccc(NC(=O)N2CC[C@@]3(CCCN(C(=O)Oc4ccccc4)C3)C2)c1 | ? | -4% | · | · | · | 3% | 0% | · | ·
Cc1o[nH]c(=O)c1CC(N)C(=O)O (stereo not drawn) | 2%[60.1 µM] | -5% | · | 1%[57.1 µM] | · | · | 3% | -10%[58.9 µM] | -3%[57.1 µM]

Part of the list above in order of SMILES length, high to low:
SMILES | POLK inh | Glioma ERSR ind | Apoferritin bind | Pol eta inh | LDHA block | BLM helicase inh | APE1 inh | POLI inh | POLB inh
O=C(N/N=C/c1ccc(C(F)(F)F)cc1)c1ccncc1 | -1% | 0% | -3% | -5% | -5 | 0% | -1% | 102%[activator] | 6%
COc1cc(OC)cc(C2(C#N)CCN(C)CC2)c1 | -5% | -3% | -14% | -23% | -3 | 4% | 2% | 29% | 36%
Cc1o[nH]c(=O)c1CC(N)C(=O)O (stereo not drawn) | 2%[60.1 µM] | -5% | · | 1%[57.1 µM] | · | · | 3% | -10%[58.9 µM] | -3%[57.1 µM]
